# Peg3 promoter: Peg3 promoter-driven luciferase inhibitors, primary screen, cell-based, HeLa, luciferase luminescence; inhibition, % at 20 µM; 1.7% of 360,000 active; AID 588405, 2011; HeLa PEG-Prom luciferase reporter, overnight;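 active = inhibition of at least 50% at 20 µM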
# KKLEB cytotox: cytotoxicity in KKLEB CF airway cells, primary screen, cytotoxicity control for CF NF-kB inhibitor project, cell-based, uHTS, fluorescence assay plates. KKLEB CF airway cells viability, ATPlite luminescence, overnight; stronger effect = lower value; cells stimulated with P. aeruginosa culture filtrate. activity change (cytotoxicity), % at 5 µM. 0.36% of 360,000 active. AID 602141, 2011;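 active = corrected activity change at or below -50% at 5 µM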
# TWEAK Fn14 block: inhibitors of TWEAK-Fn14 signaling, primary screen, luciferase reporter cells, uHTS; TWEAK-stimulated Fn14 reporter cells, luciferase luminescence, 8 h; inhibition, % at 10 µM; 2% of 360,000 active; AID 1159606, 2016; in the data active = inhibition above about 50%
# CF NFkB block: inhibitors of PAF-induced NF-kB signaling, primary screen, cell-based, GFP fluorescence, uHTS; KKLEB NF-kB-GFP reporter, GFP fluorescence overnight; inhibition, % at 5 µM; AID 588850, 2011; 0.86% of 360,000 active;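 active = at least 50% inhibition at 5 µM, scaled per plate between neutral and stimulator controls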;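 note: PAF is a Pseudomonas aeruginosa culture filtrate used as stimulus; plate controls were PAF-stimulated DMSO wells for no effect and unstimulated DMSO wells for full effect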
# iPSC survival up: enhancers of single-cell hiPSC survival, primary screen, ATPlite luminescence; 0.044% of 360,000 active; survival enhancement, % at 20 µM; 100% = ROCK inhibitor wells, 0% = DMSO; in the data active = survival enhancement above about 18%;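 note: cells exposed to compounds for 16 hours before the ATP read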
# HIF-2a block: HIF-2a reporter inhibitors, primary screen, luminescence, 786-0 RCC cells; 786-0 RCC cells HIF-2a reporter, luciferase luminescence, overnight; inhibition, % at 18.8 µM; 0.72% of 360,000 active; AID 624352, 2012;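 active = inhibition of the luminescence signal of 40% or more relative to plate controls, in a single-dose primary screen at 18.75 µM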
# MITF TRPM1 inh: inhibitors of MITF-dependent TRPM1 promoter reporter, primary screen, cell-based, SK-MEL-5, single point, luciferase; inhibition, % at 12.5 µM; 0.83% of 330,000 active; SK-MEL-5 TRPM1 promoter luciferase, 24 h;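 active = mean inhibition across replicates of 60% or more, whatever share of single replicates reaches that level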; note: values of inactives mirror those of a sister screen read the other way
# NR2E3 ag-1: NR2E3 agonists in two-hybrid cells, primary screen, cell-based, luminescence, CHO-S, Gal4-NCOR/VP16-NR2E3. Photoreceptor-specific nuclear receptor (Homo sapiens), Q9Y5X4. luciferase. inhibition of corepressor binding, % at 3.98 µM. 0.35% of 360,000 active. AID 602229, 2012;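 active = inhibition above the mean of all tested compounds plus 3 SD, cut at about 70% in these data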;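 note: 0% = DMSO with NR2E3 transfected cells and 100% = cells lacking NR2E3 construct; higher means lower luciferase signal from less NR2E3 corepressor binding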
# Target sequence (Q9Y5X4 whole entry, looked up, the tested form may be a part): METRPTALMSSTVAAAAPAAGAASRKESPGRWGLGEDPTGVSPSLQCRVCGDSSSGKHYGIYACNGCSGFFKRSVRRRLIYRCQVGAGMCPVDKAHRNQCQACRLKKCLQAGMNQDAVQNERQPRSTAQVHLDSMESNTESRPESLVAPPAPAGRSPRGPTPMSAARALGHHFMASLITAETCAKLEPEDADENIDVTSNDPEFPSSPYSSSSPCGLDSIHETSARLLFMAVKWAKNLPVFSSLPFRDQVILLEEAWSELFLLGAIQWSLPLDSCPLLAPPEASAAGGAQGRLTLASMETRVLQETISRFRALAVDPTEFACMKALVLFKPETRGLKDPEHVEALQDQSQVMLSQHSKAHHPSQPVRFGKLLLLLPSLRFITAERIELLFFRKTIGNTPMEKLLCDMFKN
# NR2E3 ag-2: inhibitors of NR2E3-RetCOR corepressor binding, primary screen, NR2E3 agonist project, biochemical, TR-FRET, GST-NR2E3, biotin-RetCOR. Photoreceptor-specific nuclear receptor (Homo sapiens), Q9Y5X4. 0.12% of 320,000 active. AID 2300, 2010. inhibition of corepressor binding, % at 4.78 µM. 1536-well;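 active = percent inhibition above the cutoff of mean plus 3 SD of all tested compounds, set per screening campaign, cut at about 20% in these data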;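 note: 0% = DMSO wells and 100% = biotin wells as full block of FRET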
#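 System: GST-tagged NR2E3 plus biotinylated RetCOR corepressor; Buffer or medium: pH 7.5 Tris-based buffer; Probe or stimulus: RetCOR corepressor, biotinylated, 7 nM; Doses: compound at 4.8 µM, single dose; Schedule: 5 h incubation at 4 °C; Technique: time-resolved FRET; Evaluation: percent inhibition of TR-FRET ratio; Replication: one well per compound, singlicate testing.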
# Shn3 inh set2: reduction of Shn3 3'UTR firefly luciferase signal, primary screen, Schnurri-3 inhibitor project, cell-based, Clone20 osteoblasts, set 2; 0.52% of 360,000 active; Clone20 osteoblast Shn3 3'UTR firefly luciferase, 24 h; inhibition, % at 12.5 µM;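 active = mean inhibition of at least 75% with every replicate also reaching 75%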;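 note: 0% = median of neutral control wells and 100% = pilot-screen positive control compound; some compounds past the cut are filed as inactive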
# aDG glyco act: activators of alpha-DG glycosylation, primary screen, uHTS, Pro5-aDG cells, AlphaScreen. AID 624168, 2012. alpha-DG glycosylation AlphaScreen (IIH6); 0% Pro5, 100% B10-LARGE cell signal. 0.22% of 360,000 active. activation, % at 10 µM;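 active = activation of at least 8% versus controls, or a plate z-score of at least 8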;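 note: Pro5 are CHO cells carrying HIG-tagged alpha-DG that lacks glycosylation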
# An asterisk follows results filed as active; x = no result given.
1	S=C(c1ccc(Br)cc1)N1CCN(Cc2ccccc2)CC1
2	CSCc1cc(N(C)c2ccccc2)nc(-c2ccccn2)n1
3	CCCC(=O)Nn1cnc2c(c1=O)C1(CCCCC1)Cc1ccccc1-2
4	FC(F)(F)c1cccc(NC(=S)NCc2ccccn2)c1
5	CCC1=C2CC[C@H]3C(=O)N(CC(=O)OC)C(=O)[C@H]3[C@H]2[C@@]2(C)C(=NCC(=O)OC)OC(=O)N2C1=O
6	CCc1ccc(NC(=O)CN(c2ccc3c(c2)OCO3)S(=O)(=O)c2c(C)noc2C)cc1
7	CC(=O)Nc1cc(-c2ccccc2N(C)C)cn2c(-c3cccc(C(F)(F)F)c3)cnc12
8	FC(F)(F)COc1nc(N/N=C/c2cccnc2)nc(N2CCCCC2c2ccccn2)n1 (stereo not drawn)

Compound	1	2	3	4	5	6	7	8
Peg3 promoter	11	21	10	-7	12	6	-10	6
KKLEB cytotox	1	0	-5	-3	8	7	5	10
TWEAK Fn14 block	5	-4	5	-2	3	14	-70	-9
CF NFkB block	-1	-2	22	-2	-35	-5	-160	-16
iPSC survival up	-1.6	0.2	0.5	2.0	0.2	-1.0	0.3	0.2
HIF-2a block	11	12	21	-28	5	13	8	27
MITF TRPM1 inh	6	9	5	2	-6	1	x	5
NR2E3 ag-1	6	109*	-31	-7	-39	-9	-11	-13
NR2E3 ag-2	3	2	-1	6	3	2	x	1
Shn3 inh set2	-13	5	0	-2	-45	28	-5	9
aDG glyco act	-0.1	1.6	0.1	0.5	-0.2	0.0	-0.3	0.2

9	COc1ccc2c(c1)[nH]c1c(Cl)ncnc12
10	CCC1CCCCN1C(=S)Nc1cccc(S(=O)(=O)N(C)C)c1 (stereo not drawn)
11	Cn1cccc1/C=N/N1CCN(c2ccccn2)CC1
12	COc1ccc(C)cc1S(=O)(=O)N(C)CC(=O)N1CCN(C)CC1
13	COc1ccc(-c2cc(C(F)(F)F)nc(SCC(=O)N3CC(C)OC(C)C3)n2)cc1OC (stereo not drawn)
14	CN(CC#CCC(c1ccccc1)c1ccccc1)C(C)(C)C
15	CCOC(=O)C1=C(C)NC(=O)C1(NC(=O)c1cccnc1)C(F)(F)F (stereo not drawn)
16	CC(C)Cn1c(CN2CCN(C(=O)c3ccco3)CC2)nc2c1c(=O)n(C)c(=O)n2C

Compound	9	10	11	12	13	14	15	16
Peg3 promoter	-15	6	-34	-6	12	19	-19	0
KKLEB cytotox	-12	-30	3	7	-8	-1	-4	6
TWEAK Fn14 block	-7	-18	-8	-4	-33	-5	14	1
CF NFkB block	-4	11	-11	-9	17	9	0	-6
iPSC survival up	-1.0	0.2	1.0	5.0	-3.0	-2.1	-0.9	-0.6
HIF-2a block	17	10	-34	-3	6	16	-2	17
MITF TRPM1 inh	-2	0	-8	0	0	-2	4	2
NR2E3 ag-1	-1	-8	-29	9	-16	26	18	-1
NR2E3 ag-2	-1	0	-2	1	x	1	1	1
Shn3 inh set2	-4	7	-9	-27	8	5	-22	10
aDG glyco act	0.0	-0.7	0.6	0.0	0.4	0.1	-0.1	-0.4

17	COCCNC(=O)c1c(CSc2ccc(Cl)cc2)noc1C(=O)NCc1ccccc1
18	COc1ccc(NC(=O)c2sc3nc(C)nc(N4CCN(c5ccccn5)CC4)c3c2C)c(OC)c1
19	NC(=O)CC(NC(=O)c1ccccc1)c1ccc(NCCc2cccc(F)c2)c([N+](=O)[O-])c1 (stereo not drawn)
20	CCOC(=O)C1CCN(C(=O)Nc2ccc(OC)c(OC)c2)CC1
21	COc1ccc(C(=O)NNC(=O)CSc2nnc(COc3ccccc3)n2C)cc1
22	COc1ccccc1/C=C/C(=O)c1ccc(NC(C)=O)cc1
23	CCc1cc2c(SCC(=O)c3cccs3)ncnc2s1
24	O=C(Nc1nnc([C@@H]2C[C@H](O)[C@@H](CO)O2)s1)c1cccc(OC(F)(F)F)c1

Compound	17	18	19	20	21	22	23	24
Peg3 promoter	-4	31	17	3	4	-46	-178	0
KKLEB cytotox	0	-22	-13	9	0	7	-1	7
TWEAK Fn14 block	-13	20	-8	0	3	8	-4	-20
CF NFkB block	-33	53*	-11	15	-3	8	6	-25
iPSC survival up	2.2	-0.3	1.4	-0.9	-1.2	0.0	-0.4	-1.9
HIF-2a block	10	-3	5	7	10	-71	-168	-1
MITF TRPM1 inh	2	-9	9	-3	13	-1	-38	x
NR2E3 ag-1	-38	-30	-22	1	21	-22	-44	-38
NR2E3 ag-2	1	-2	5	-2	0	0	0	x
Shn3 inh set2	4	31	20	15	0	-71	-43	-21
aDG glyco act	0.0	0.3	-0.2	0.0	0.2	0.9	0.3	-0.3

25	CC(=O)N1CCCC(C(=O)c2ccc3c4c(cccc24)CC3)C1 (stereo not drawn)
26	N#C/C(=C\c1cccc([N+](=O)[O-])c1)C(=O)NCc1cccnc1
27	C[C@H](CO)N1C[C@H](C)[C@@H](CN(C)C(=O)c2ccccc2)OCc2cnnn2CCCC1=O
28	Cc1ccc([C@@H]2C[C@H]3[C@@H](CN2S(=O)(=O)c2ccc(Cl)cc2)C(=O)C[C@@H](c2ccccc2)N3S(=O)(=O)c2ccc(C)cc2)cc1
29	CC(=O)N(CCC1(C(C)C)CCOC(C)(C)C1)C(C)c1cccs1 (stereo not drawn)
30	COc1ccc(NC(=O)COC(=O)CC2CCCC2)cc1
31	O=C(CCNC(=O)c1ccccc1Cl)NCCc1ccc(C(F)(F)F)cc1
32	CCOc1ccc(N(Cc2ccc(OC)cc2)C(=O)c2ccco2)cc1

Compound	25	26	27	28	29	30	31	32
Peg3 promoter	-6	-21	8	1	21	-7	-6	31
KKLEB cytotox	10	2	10	11	-14	10	-2	-2
TWEAK Fn14 block	-10	3	-20	-6	2	-12	72*	11
CF NFkB block	0	7	-36	0	-9	-3	-18	-18
iPSC survival up	2.4	12	-2.2	-0.2	-0.1	-3.4	0.5	-2.2
HIF-2a block	-11	36	-7	3	7	0	4	-10
MITF TRPM1 inh	2	6	x	x	-13	-11	10	13
NR2E3 ag-1	2	-20	-18	-9	-11	11	-26	0
NR2E3 ag-2	-2	-3	x	x	2	x	0	-2
Shn3 inh set2	-2	2	-2	50	-2	3	9	0
aDG glyco act	0.1	0.4	0.0	-0.2	0.2	0.0	-0.1	-0.4

33	COc1ccc(NC(=O)NNC(=O)c2cc(C3CC3)nc3ccccc23)c(OC)c1
34	CCOc1ccc(NC(=O)CCC(=O)NNC(=O)c2ccc(Br)o2)cc1
35	Cc1ccc(S(=O)(=O)N2CCN(C(=O)c3c(C)nn(-c4ccccc4)c3Cl)CC2)cc1
36	O=C(Nc1ccccc1N1CCCC1)C1CCN(C(=O)c2ccc(Cl)cc2)CC1
37	C=CCn1c(Cc2ccc(OCC)cc2)nnc1SCC(N)=O
38	Cc1cccc(OCc2nnc(SCC(=O)NC3CCCCC3)n2C)c1
39	Cc1nn(-c2ccccc2)c(C)c1NC(=O)COC(=O)CCCOc1ccccc1
40	CN(C)c1ccc(C=C2C(=O)OC(C)(C)OC2=O)cc1
41	CCCc1nc2ccccc2c2nc(N)nn12
42	COc1ccc(C(=O)/C=C/C(=O)N(CC(=O)NC2CCCCC2)Cc2ccccc2)c(O)c1
43	COc1cc(Nc2cc(C)nc3nc(C)nn23)cc(OC)c1OC

Compound	33	34	35	36	37	38	39	40	41	42	43
Peg3 promoter	8	-5	34	13	2	5	-21	16	1	109*	2
KKLEB cytotox	9	-5	2	15	-8	-9	13	-15	-20	-34	9
TWEAK Fn14 block	-6	11	17	-2	0	30	0	-3	6	43	13
CF NFkB block	-13	-17	16	-30	14	-7	6	6	9	71*	4
iPSC survival up	1.4	0.1	1.2	-0.1	-0.6	0.6	-0.6	-0.7	1.4	-3.2	-1.2
HIF-2a block	28	10	19	2	14	11	9	14	4	71*	16
MITF TRPM1 inh	6	1	4	10	-4	8	5	-6	-5	100*	6
NR2E3 ag-1	-20	12	3	8	-18	-32	-18	-7	-15	-6	-9
NR2E3 ag-2	5	-5	0	1	5	-1	0	7	2	x	0
Shn3 inh set2	-10	-13	20	-3	2	11	2	-4	17	95*	9
aDG glyco act	0.2	0.0	0.1	0.3	0.2	-0.2	2.8	0.3	0.0	-0.3	-0.1

# From PubChem

# An unsorted share of the library. About 4.4% of those tested had a hit in this group.
